# HTRA1 inh: HTRA1 serine protease inhibitors, primary screen, biochemical, fluorescence polarization, HTS; Q92743; recombinant HTRA1, FP-rhodamine activity-based probe; inhibition, % at 5.96 µM; 340,000 compounds, 0.5% hits; in the data active means inhibition above about 36%;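 further: 0% = enzyme with DMSO and 100% = wells lacking enzyme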
# Target sequence (Q92743 whole entry, looked up): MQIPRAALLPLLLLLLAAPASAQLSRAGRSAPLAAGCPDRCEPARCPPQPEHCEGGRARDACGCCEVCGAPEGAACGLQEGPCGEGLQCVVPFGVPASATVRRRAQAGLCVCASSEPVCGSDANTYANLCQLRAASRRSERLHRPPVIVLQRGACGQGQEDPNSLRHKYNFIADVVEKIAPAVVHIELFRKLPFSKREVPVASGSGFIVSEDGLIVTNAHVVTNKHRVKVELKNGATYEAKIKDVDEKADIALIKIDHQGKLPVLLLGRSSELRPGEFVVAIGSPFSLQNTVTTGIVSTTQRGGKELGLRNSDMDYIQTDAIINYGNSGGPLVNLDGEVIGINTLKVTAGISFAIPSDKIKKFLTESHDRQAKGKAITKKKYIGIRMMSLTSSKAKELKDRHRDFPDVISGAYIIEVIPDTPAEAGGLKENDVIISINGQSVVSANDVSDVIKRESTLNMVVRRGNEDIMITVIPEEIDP
# SMARCA2 act: SMARCA2 (BRM) function activators, primary screen, cell-based, luminescence, high throughput; 370,000 compounds, 1% hits; MG213 cells, MMTV-luciferase reporter, dexamethasone, overnight; activation, % at 9.1 µM; AID 652017, 2013; in the data active means activation above about 7.8%;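 further: 0% = vehicle wells and 100% = reference activator wells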
# PG9 binder: binders of HIV-1 gp120 antibody PG9, primary screen, biochemical, TR-FRET; TR-FRET gp120-PG9 antibody binding; inhibition, % at 6.7 µM; 360,000 compounds, 0.43% hits; in the data active means inhibition above about 8.5%
# mABHD4 FP: ABHD4 inhibitors, primary screen, biochemical, fluorescence polarization, mouse | inhibition, % at 8.92 µM | AID 720543, 2013 | purified mABHD4, FP-Rh probe fluorescence polarization | (Lyso)-N-acylphosphatidylethanolamine lipase (Mus musculus), Q8VD66 | 370,000 compounds, 0.54% hits;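 active means inhibition exceeding the mean over every tested compound plus 3 SD, cut at about 30% in these data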;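 further: 0% = plate median of compound wells and 100% = S159A mutant with DMSO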
#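 Assay system: mABHD4 protein; medium: HEPES pH 7.0, NaCl, Pluronic buffer; dosing: 8.92 µM, single dose; schedule: 45 min + 60 min at 25 °C; signal: FP readout, ex 525 nm / em 598 nm; read-out: normalized percent inhibition of probe labeling; repeats: single replicate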
# ARFGAP1 inhibitor: inhibitors of rat ARFGAP1 GAP activity, primary screen, biochemical, fluorescence polarization, GDP tracer. ADP-ribosylation factor GTPase-activating protein 1 (Rattus norvegicus), Q62848. Arfgap1-stimulated ARF1 GTP hydrolysis, GDP FP detection. inhibition, % at 16.5 µM. 360,000 compounds, 0.26% hits;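 active means inhibition above a per-plate limit, mean inhibition of low control wells plus 3 SD, cut at about 25% in these data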;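 further: 0% = DMSO wells with enzyme and 100% = wells lacking Arfgap1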
#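 Material: rat Arfgap1 catalytic domain, aa 1-136; also added: human ARF1(Δ1-17)-GTP substrate; compound dosing: one concentration, 16.5 µM, DMSO 1.26%; incubation: GTP hydrolysis reaction 2 h at 25 °C; measured by: Tracer-displacement fluorescence polarization with EDTA stop, 620/688 nm; evaluation: % inhibition from polarization; repeats: one replicate per compound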
# NPR1 activator: GC-A stimulated cGMP production enhancers – HEK293 GC-A cells, cGMP TR-FRET, EC30 ANP, primary screen | Atrial natriuretic peptide receptor 1 (Homo sapiens), P16066 | 0% at EC30 ANP, 100% saturating ANP | activation, % at 10 µM | 370,000 compounds, 0.14% hits | AID 1671463, 2021; in the data active means activation above about 40%
# ASAP1 inh: inhibitors of human ASAP1 ArfGAP activity, primary screen, biochemical, fluorescence polarization | inhibition, % at 16.5 µM | Arf-GAP with SH3 domain, ANK repeat and PH domain-containing protein 1 (Homo sapiens), … | 360,000 compounds, 0.19% hits | AID 624377, 2012 | ASAP1-stimulated ARF1 GTP hydrolysis, GDP FP detection; in the data active means inhibition above about 25%;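 further: 0% = vehicle with enzyme and substrate and 100% = no enzyme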
# GC-B act: human GC-B receptor activators, primary screen, HEK293 GC-B cells, cGMP TR-FRET, EC30 CNP; Atrial natriuretic peptide receptor 2 (Homo sapiens), P20594; 0% at EC30 CNP, 100% saturating CNP; activation, % at 10 µM; 370,000 compounds, 0.11% hits; AID 1920062, 2024;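 active means activation at 10 µM reaching about 35% in either raw or pattern-adjusted values, limit read from the data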
# Rev-erbA mod: modulators of Rev-erb alpha DNA binding, primary screen, biochemical, FITC-DNA, fluorescence polarization, uHTS; 370,000 compounds, 0.79% hits; Rev-erbα–FITC-DNA binding, 90 min; activity, % at 10 µM; AID 1259318, 2017;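 active means activity above about 14%, limit read from the data; passing the limit was not always enough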;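 further: 0% = DMSO wells with 35 nM protein and 100% = DMSO wells with 750 nM protein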
# Target sequence (P20393 whole entry, looked up): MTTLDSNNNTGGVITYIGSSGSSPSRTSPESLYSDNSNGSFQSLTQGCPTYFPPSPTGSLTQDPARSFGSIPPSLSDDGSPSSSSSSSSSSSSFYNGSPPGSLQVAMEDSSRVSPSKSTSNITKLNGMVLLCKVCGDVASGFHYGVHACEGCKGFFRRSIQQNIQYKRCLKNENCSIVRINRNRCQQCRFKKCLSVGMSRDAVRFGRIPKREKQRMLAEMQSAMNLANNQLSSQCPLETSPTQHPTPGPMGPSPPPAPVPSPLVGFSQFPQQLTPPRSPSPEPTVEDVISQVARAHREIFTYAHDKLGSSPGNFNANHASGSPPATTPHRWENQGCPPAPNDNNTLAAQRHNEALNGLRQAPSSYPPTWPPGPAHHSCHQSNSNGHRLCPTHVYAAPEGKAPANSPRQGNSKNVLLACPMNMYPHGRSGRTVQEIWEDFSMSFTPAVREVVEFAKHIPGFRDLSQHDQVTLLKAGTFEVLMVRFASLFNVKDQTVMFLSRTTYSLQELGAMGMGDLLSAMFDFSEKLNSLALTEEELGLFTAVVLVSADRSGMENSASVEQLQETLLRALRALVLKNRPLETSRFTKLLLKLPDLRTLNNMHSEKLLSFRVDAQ
# rCAG binder: binders of r(CAG) RNA repeats, primary screen, biochemical, fluorescence; r(CAG) RNA repeat, TO-PRO-1 dye displacement fluorescence; inhibition, % at 3 µM; 370,000 compounds, 1.3% hits; AID 651821, 2012;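 active means inhibition above the plate cutoff, the mean of all test compounds on that plate plus 3 SD, cut at about 35% in these data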;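 further: 0% = DMSO alone and 100% = 100 µM mitoxantrone as full dye displacement; higher means more dye released from RNA so lower well fluorescence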
# * hit, by the source's call; · = not tested or not shown. This is a random part of the collection. Share with any hit: about 4.4%.
# The opening two entries, to show the layout:
Compound,HTRA1 inh,SMARCA2 act,PG9 binder,mABHD4 FP,ARFGAP1 inhibitor,NPR1 activator,ASAP1 inh,GC-B act,Rev-erbA mod,rCAG binder
O=C(c1ccncc1)N1CC[C@H]2[C@H](CCCN2Cc2ccc(F)cc2)C1,·,0,·,6,·,1,·,0,-4,0
NC(c1ccccc1)c1csc(NC(=O)NCCc2ccccc2)n1 (configuration not stated),·,-5,-0.3,0,6,-10,1,-9,-8,15

# All compounds of this part, previewed entries included:
Compound,HTRA1 inh,SMARCA2 act,PG9 binder,mABHD4 FP,ARFGAP1 inhibitor,NPR1 activator,ASAP1 inh,GC-B act,Rev-erbA mod,rCAG binder
O=C(c1ccncc1)N1CC[C@H]2[C@H](CCCN2Cc2ccc(F)cc2)C1,·,0,·,6,·,1,·,0,-4,0
NC(c1ccccc1)c1csc(NC(=O)NCCc2ccccc2)n1 (configuration not stated),·,-5,-0.3,0,6,-10,1,-9,-8,15
COc1ccccc1Nc1nc(=O)[nH]nc1C,1,-1,0.7,2,6,2,-8,4,5,3
Cn1ncc2c(Nc3ccc(Br)cc3)nc(Nc3ccc(Br)cc3)nc21,-16,-4,-1.5,-18,25,-46,4,-15,1,49*
COc1cccc(CN2CC(C(=O)NCCc3ccc(C)s3)CCC2=O)c1 (configuration not stated),6,-2,0.7,7,3,2,19,3,-3,-8
COc1cc(O)ccc1C(=O)CCc1ccc(O)cc1,5,-4,0.9,-1,0,-3,-11,-4,9,5
COc1cccc(CNS(=O)(=O)c2ccc3c(c2)oc(=O)n3C)c1,-8,-1,-0.4,4,-2,-2,-2,-4,2,0
COc1ccccc1NC(=O)C/C(N)=N/OCC(=O)Nc1cccc(Cl)c1,-10,2,0.5,-1,2,-4,7,-4,1,5
COc1cccc(NC(=O)c2ccccc2Br)c1,-3,3,-0.7,2,-3,-3,-2,-2,-2,-1
Cc1ccc(CCNC(=O)C23CN(Cc4ccccc4)CC2C(c2ccc([N+](=O)[O-])cc2)=NO3)cc1 (configuration not stated),-16,0,-0.7,-4,-1,-3,-6,-5,6,1
O=C(NCc1cccnc1)c1cc(C2CCCCN2S(=O)(=O)c2ccccc2)on1 (configuration not stated),·,-4,1.4,6,-6,-3,-1,-8,4,2
Cc1ccc(CN2CCC(c3cc(-c4cccs4)n[nH]3)CC2)cc1,-15,1,-1.1,-1,14,-9,-4,-5,-1,-9
CC(=O)c1c(C)[nH]c(C(=O)Nc2cccnc2)c1C,2,2,1.3,-13,12,0,-2,1,-1,1
CC1CN(c2nc3ccccn3c(=O)c2/C=C(\C#N)C(N)=O)CC(C)O1 (configuration not stated),5,-1,-1.8,3,4,0,3,-1,1,-3
COc1ccc(C(=O)OCC(=O)Nc2cc(C)c(C)cc2[N+](=O)[O-])cc1,-2,0,0.3,0,0,-2,-4,-8,-3,0
CCOC(=O)CNC(=O)CSc1nnc(-c2ccccc2)c(-c2ccccc2)n1,-2,-2,-0.7,-1,0,-13,6,-10,-2,-3
O=C(C(=O)N1CCN(CCN2CCOCC2)CC1)c1ccccc1,·,-4,0.6,0,4,4,-8,5,1,-1
COCCC(=O)N1CCC(Oc2ccc(C(=O)NCc3ccon3)cc2)CC1,5,0,1.1,-4,1,0,18,2,-2,-2
COc1ccc(Nc2ccc(C(=O)O)cc2[N+](=O)[O-])cc1,3,1,-2.7,49*,-7,1,3,-1,2,5
CCOC(=O)c1cc2sc(C)cc2n1CC(=O)N(CC)CC,3,-1,0.9,1,-1,-5,-3,1,-2,-6
O=C(CSc1nnc(-c2ccccc2)n1C1CCCCC1)N1CCCC1,-9,-2,-0.3,2,6,-6,1,-1,2,-8
Cc1cnc(C(=O)OCC(=O)Nc2sc3c(c2C(N)=O)CCCC3)cn1,7,3,-1.4,-5,-2,-1,-3,1,-1,1
CC1(C)C(=O)C2(CCCCC2)C(=O)OC1c1cccc([N+](=O)[O-])c1 (configuration not stated),5,-4,2.0,4,1,0,2,0,1,-3
CC(C)CC(=O)N/C(N)=N/c1nc2ccccc2s1,-25,5,-2.8,8,-8,17,-1,-2,1,0
O=c1cc(CO)[nH]nc1CO,7,-2,-1.1,5,-10,2,2,0,-7,1
O=C(C[C@@H]1C/C=C/CC[C@H](Cc2ccc(F)cc2)C(=O)OCCNC1=O)N[C@H](CO)Cc1ccccc1,8,-2,-3.6,0,3,2,-7,2,2,-2
COc1ccc2oc(C(=O)OCC(=O)N(CCC#N)c3ccccc3)c(C)c2c1,-5,1,0.7,-3,17,5,-4,4,-1,-1
CCC(=O)N1CCc2cc(S(=O)(=O)CCC(=O)N3CCN(c4ccc(F)cc4)CC3)ccc21,2,-4,-2.2,6,9,-3,11,-3,-6,-1
Cc1cccc(NC(=O)c2sc(Cl)nc2C)c1C,5,2,-0.7,3,6,1,-1,3,-4,0
C=C1CCC(C)C(C)(CCC2=CCOC2=O)C/C=C\C=C/1C(=O)O (configuration not stated),7,2,-2.6,10,-5,3,1,0,0,6
CCc1ccc(N(CC(=O)Nc2ccc(OC)cc2OC)S(C)(=O)=O)cc1,-4,1,-0.4,4,4,7,1,-14,0,1
N#CC(c1ccc(Cl)cc1)c1ncc(C(F)(F)F)cc1Cl (configuration not stated),-5,3,-0.5,-1,9,-1,-4,1,6,-3
O=C(O)CCCC(=O)NS(=O)(=O)c1ccc(Cl)cc1,5,6,-1.8,-3,3,0,4,8,5,4
CC1CCCC(NC(=O)C2N(CCCN3CCCC3)C(=O)C3C(C(=O)Nc4ccc(Cl)cc4)C4C=CC32O4)C1C (configuration not stated),2,4,0.6,-6,1,0,-5,0,1,6
Cc1ccc(C)c(NC(=O)c2ccccn2)c1,-2,-2,-0.1,11,2,-1,2,-6,-1,0
COc1ccc(CCNC(=O)COC(=O)c2ccc(S(=O)(=O)N3CCCC3)cc2)cc1OC,0,1,1.1,-9,-2,-7,-18,4,-5,0
O=C1CC(c2ccccc2)CC(O)=C1C=NCC1CCCO1 (configuration not stated),-4,-4,-0.7,-3,6,2,-3,1,-3,0
CCc1nc2oc3ccc(C)cc3c(=O)c2cc1C(=O)OC,5,1,-1.6,1,-4,3,1,2,30*,1
CCS(=O)(=O)Nc1c(C)n(C)n(-c2ccccc2)c1=O,2,-3,-1.0,-7,15,-1,6,2,6,4
COCCCNC(=O)CCc1nc2cccnc2n1Cc1ccccc1,2,-1,-0.1,8,0,1,6,-1,3,0
COc1ccc(-c2ccc3c(c2)S(=O)(=O)c2cccc(C(=O)NCCOc4ccccc4Cl)c2C3=O)cc1OC,-15,1,-1.5,4,3,1,-2,-2,-28,16
CC1=C/C(=C(\c2ccc(O)c(C)c2)c2ccccc2S(=O)(=O)O)C=CC1=O,-4,-1,-2.9,0,5,-6,-10,-9,-3,6
O=C(NCc1ccccc1Cl)c1csc(COCCO)n1,·,0,0.3,-4,12,2,-3,2,4,1
COc1ccc(C)cc1NC(=O)C1CCN(S(=O)(=O)c2ccccc2)CC1,1,0,-0.1,-4,-12,1,-14,-2,0,-5
CCN(CC)c1ccc(C2C3CCCCC3(O)CCN2C(=O)c2cccs2)cc1 (configuration not stated),3,0,-2.4,20,5,-9,0,-4,-4,3
CCN(c1ccccc1)S(=O)(=O)c1ccc(C(=O)Nc2ccc(C)cn2)cc1,-3,0,0.2,-13,2,0,20,-3,2,0
CCN(CC)S(=O)(=O)c1ccc(C(=O)Nc2nnc(C(C)C)s2)cc1,1,-3,-0.3,5,-6,6,7,-1,1,1
N/C(=N\c1nc2c(c(=O)[nH]1)CCC2)Nc1cccc2ccccc12,8,-1,-1.7,-9,-13,-3,-1,-5,-7,1
O=C(COc1ccccc1)Nc1ccc2c(c1)nc1n2CCOC1,2,4,-1.9,6,2,-1,8,-1,-1,-1
COc1ccc(C(=O)c2cccc(C(=O)c3ccc(OC)c(C)c3)c2)cc1C,-8,-3,-1.0,-15,-8,-2,7,1,-1,1
CC(C)CN(/C=N/c1sc2c(c1C#N)CCCCC2)CC(C)C,-8,-5,0.8,11,-13,-2,0,-2,2,1
COc1ccc(NC(=O)Nc2ccc3c(c2)C(=O)N([C@H](C)CO)C[C@H](C)[C@@H](CN(C)S(C)(=O)=O)O3)cc1,4,-2,-1.9,-6,-8,5,8,1,-4,-2
O=C(O)CCN1C(=O)/C(=C/c2cn(-c3ccccc3)nc2-c2cccs2)SC1=S,-34,-2,-3.2,17,-8,-3,-19,-12,-1,31
COc1ccc(C(=O)Nc2cccc(C(=O)N/N=C/c3ccc(OC)cc3OC)c2)cc1,-54,4,-1.5,-48,8,-2,2,6,-1,14
O=C1NCCCN1Cc1ccc(Cl)cc1,0,-1,1.5,-4,11,4,14,0,1,-1
O=C(Cc1cccc(NC(=O)C2CCCN(C(=O)C3CCCCC3)C2)c1)Nc1cccc(C(=O)N2CCOCC2)c1 (configuration not stated),-3,-1,-1.6,0,12,-1,-1,-2,0,3
O=C(Cn1cnc2ccccc2c1=O)c1ccccc1,6,5,-0.3,1,2,-1,-5,7,-4,4
O=C(NCCCN1CCCC1)c1ccc(CS(=O)(=O)c2c(Cl)cccc2Cl)o1,4,-2,-2.9,2,9,4,-17,3,2,2
COc1ccccc1CN1C[C@@H]2C[C@@H](c3cccc(C)n3)N3CCC[C@@]23C1=O,0,3,-3.8,-2,9,1,-4,0,4,-2
CN(CC(=O)NNC(=O)CNC(=O)c1ccccc1F)S(=O)(=O)c1ccc(Cl)cc1,-2,2,-0.5,4,-4,-2,1,-1,-4,-1

# Later entries
Compound,HTRA1 inh,SMARCA2 act,PG9 binder,mABHD4 FP,ARFGAP1 inhibitor,NPR1 activator,ASAP1 inh,GC-B act,Rev-erbA mod,rCAG binder
Cc1nc2ccccc2c(=O)n1/N=C/c1ccc2ccccc2c1O,4,·,·,·,·,3,·,1,-21,·
Cc1cc(NC(=O)c2cccc(S(=O)(=O)Nc3cccc(C(=O)O)c3)c2)no1,0,2,-1.4,10,-1,3,9,0,2,0
O=C(/C=C/c1ccoc1)c1ccccc1O,1,4,-0.9,-1,-3,-1,-2,4,-1,3
Cc1csc(NC(=O)c2ccc(C)s2)n1,-1,6,0.9,6,9,7,7,-3,-1,10

# Bioassay records deposited in PubChem BioAssay by several laboratories.
